# High-throughput results deposited in PubChem BioAssay by several laboratories.
# FXIIa inh: human FXIIa protease inhibitors, primary screen, biochemical, 1536-well; Coagulation factor XII (Homo sapiens), P00748; purified FXIIa, Boc-QGR-AMC fluorogenic substrate, 2 h; inhibition, % at 5 µM; hit rate 0.3% among 220,000; AID 800, 2007; in the data active means inhibition above about 40%;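 further: 0% = enzyme with no compound and 100% = blank without enzyme; many of its hits are not listed in these tables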
# FXIa inh: human FXIa protease inhibitors, primary screen, biochemical, 1536-well; AID 798, 2007; inhibition, % at 5 µM; purified FXIa, Boc-Glu-Ala-Arg-AMC fluorogenic substrate; hit rate 0.14% among 220,000; Coagulation factor XI (Homo sapiens), P03951;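 active means inhibition of at least 40%; inactive means inhibition below 40%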;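 further: fluorescence of freed AMC excited at 355 nm; 0% = enzyme without compound and 100% = no enzyme blank; many of its hits are not listed in these tables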
# PERK inhibitor: block of dimerizer-induced PERK translation repression, primary screen, PERK inhibitor project, CHO PERK-DD cells, SEAP luminescence, HTS. Eukaryotic translation initiation factor 2-alpha kinase 3 (Homo sapiens), Q9NZJ5. CHO PERK-DD fusion, SEAP luminescence translation reporter. inhibition, % at 5.6 µM. hit rate 0.17% among 220,000;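 active means inhibition above the mean inhibition of all tested compounds plus 3 SD, set separately per screening campaign, cut at about 2.9% in these data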;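 further: PERK kinase domain activated by AP20187 dimerizer at 100 nM; 0% = DMSO with dimerizer and 100% = rapamycin at 8.4 µM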
# Rad51 HR inh: human RAD51 strand exchange inhibitors, primary screen, biochemical, fluorescence; hRad51 DNA strand exchange, fluorescence dequenching; inhibition, % at 10 µM; hit rate 0.085% among 200,000; AID 1385, 2008;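 active means inhibition above 40% at the single screening dose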;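 further: 0% = DMSO control wells and 100% = blanks with heterologous ssDNA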
#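 Read-out basis: percent inhibition relative to plate controls and blanks / Assay system: human Rad51 nucleoprotein filaments preassembled on unlabelled ssDNA / Timing: filaments 15 min 37 °C, then compound 30 min / Control set: per-plate controls and blanks / Technique: fluorescence dequenching at 485/520 nm / Compound: 10 µM final, single point / Also added: Fluorescein- and BHQ1-tagged 47-mer duplex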
# m-calpain inh: inhibitors of pig calpain II, primary screen, biochemical, fluorogenic peptide substrate, 1536-well; purified calpain II, 30 min; inhibition, % at 16 µM; hit rate 0.37% among 220,000;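 active means inhibition above about 50%, limit read from the data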
# Furin inhibitor: human furin inhibitors, primary screen, biochemical, fluorescence intensity | P09958 | purified furin, fluorogenic substrate cleavage | inhibition, % at 30 µM | hit rate 0.061% among 220,000; in the data active means inhibition above about 25%; further: inactives centre near -15
# Thrombin inh: human alpha-thrombin inhibitors, primary screen, counter-screen for coagulation protease inhibitor project, biochemical, 1536-well, fluorogenic AMC substrate; Boc-VPR-AMC fluorogenic substrate cleavage; inhibition, % at 5 µM; hit rate 0.26% among 220,000;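 active means inhibition at or above 40%; inactive means inhibition below 40%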;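 further: 0% = enzyme with no compound and 100% = wells without enzyme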
#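 System: human alpha-thrombin protein; Compound dosing: one concentration per compound, 5 µM, with 0.2% DMSO; Timing: reaction at room temperature; Technique: AMC fluorescence, 355/460 nm; Controls: enzyme without compound as high, wells lacking enzyme as low.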
# Cl transport mod: KCC2 cotransporter modulators, thallium flux, primary screen, cell-based, HEK293 KCC2, FluoZin-2 fluorescence, MLSMR. Solute carrier family 12 member 5 (Homo sapiens), Q9H2X9. KCC2 cells, thallium flux FluoZin-2 fluorescence. B-score of Tl+ flux slope (higher = more flux/activation; lower = inhibition) at 10 µM. hit rate 2.2% among 190,000. AID 1456, 2008;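 active means thallium flux slope and its plate-corrected score both differing from the plate sample mean at a set confidence after two filtering rounds, in either direction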;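 further: slope of fluorescence scaled to starting intensity during 10 to 20 s after thallium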
# Target sequence (Q9H2X9 whole entry, looked up): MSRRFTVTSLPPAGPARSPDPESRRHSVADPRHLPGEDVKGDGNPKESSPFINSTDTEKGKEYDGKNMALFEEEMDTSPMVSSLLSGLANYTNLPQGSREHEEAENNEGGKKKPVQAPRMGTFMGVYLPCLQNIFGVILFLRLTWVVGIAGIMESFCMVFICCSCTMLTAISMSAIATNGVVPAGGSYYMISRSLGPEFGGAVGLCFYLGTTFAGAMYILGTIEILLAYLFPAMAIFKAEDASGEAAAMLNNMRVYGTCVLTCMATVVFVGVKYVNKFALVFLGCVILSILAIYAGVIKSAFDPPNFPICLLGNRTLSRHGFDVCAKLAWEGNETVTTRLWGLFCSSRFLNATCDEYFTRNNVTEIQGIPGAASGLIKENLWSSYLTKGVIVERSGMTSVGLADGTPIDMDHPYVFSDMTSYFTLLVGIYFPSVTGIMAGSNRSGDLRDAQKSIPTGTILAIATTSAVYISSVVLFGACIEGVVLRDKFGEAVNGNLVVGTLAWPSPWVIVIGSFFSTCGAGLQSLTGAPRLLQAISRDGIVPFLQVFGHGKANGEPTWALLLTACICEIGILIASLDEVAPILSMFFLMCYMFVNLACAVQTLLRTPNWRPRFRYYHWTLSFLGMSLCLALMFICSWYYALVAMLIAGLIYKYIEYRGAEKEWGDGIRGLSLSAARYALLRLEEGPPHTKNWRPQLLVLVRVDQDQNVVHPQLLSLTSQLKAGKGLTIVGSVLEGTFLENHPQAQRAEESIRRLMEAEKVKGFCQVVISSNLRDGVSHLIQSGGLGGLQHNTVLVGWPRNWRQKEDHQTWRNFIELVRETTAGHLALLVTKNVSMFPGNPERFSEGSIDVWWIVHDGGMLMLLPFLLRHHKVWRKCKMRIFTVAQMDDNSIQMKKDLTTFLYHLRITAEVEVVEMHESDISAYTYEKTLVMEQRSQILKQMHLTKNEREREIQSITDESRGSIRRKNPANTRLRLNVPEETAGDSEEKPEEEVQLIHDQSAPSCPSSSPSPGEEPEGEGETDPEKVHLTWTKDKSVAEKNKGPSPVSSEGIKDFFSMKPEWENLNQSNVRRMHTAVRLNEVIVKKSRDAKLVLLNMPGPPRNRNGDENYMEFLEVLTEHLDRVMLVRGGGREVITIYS
# KLK5 inh: human KLK5 protease inhibitors, primary screen, biochemical, 1536-well | Kallikrein-5 (Homo sapiens), Q9Y337 | recombinant hK5, fluorogenic AMC substrate cleavage | inhibition, % at 5 µM | hit rate 0.59% among 210,000 | AID 873, 2007;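 active means inhibition of 40% or more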;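 further: 0% = enzyme controls without compound and 100% = no-enzyme blanks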
# * marks the source's active call; other numbers are inactive results; . = not tested or not shown; [ ] = remark or other dose. An excerpt; rates above refer to the full screens.
SMILES,FXIIa inh,FXIa inh,PERK inhibitor,Rad51 HR inh,m-calpain inh,Furin inhibitor,Thrombin inh,Cl transport mod,KLK5 inh
COc1ccc(C2=NC(CO)(CO)CO2)cc1,-1,-4,1.4,-3,-13,-23,-9,0.88,-2
CC(=O)N1CCc2cc(S(=O)(=O)CCC(=O)Nc3c(C)n(C)n(-c4ccccc4)c3=O)ccc21,-1,-4,-0.8,5,-43,-13,-3,0.55,4
O=C(CN(C(=O)c1ccc(Cl)cc1)C1CCCCC1)Nc1ccc(Cl)c([N+](=O)[O-])c1,11,6,0.8,.,9,-6,2,0.56,-6
C/C(=N\Nc1cccc(Cl)c1)c1ccc(-n2ccnc2)cc1,10,2,0.0,16,-19,-31,-1,0.67,-9
COc1ccc(C2CC(=O)Oc3c(C(CCN4CCN(c5ccccc5)CC4)c4ccc(N(C)C)cc4)c(OC)cc(OC)c32)cc1 (stereo not drawn),8,2,.,12,-71,-27,3,0.75,4
CC(C)CNC(=O)COC(=O)c1cc(S(=O)(=O)N2CCCCC2)ccc1N1CCOCC1,26,-8,-1.5,-6,13,-7,-3,.,7
Cc1ccc(CN2CCN(CC(C)C)C(CCO)C2)s1 (stereo not drawn),11,-2,0.4,6,-12,7,-8,-1.1,4
CN(C[C@H](Cc1ccccc1)N(C[C@@H](Cc1cccc2ccccc12)N(CCc1ccccc1)N=O)N=O)N=O,9,0,0.3,3,-5,-31,-4,-0.99,0
O=C(OCC(=O)N1CCc2ccccc21)C1=COCCO1,6,3,-0.6,6,5,-18[20 µM],-1,-0.017,6
Cn1c(Cn2c(=O)sc3ccccc32)nnc1SCC(=O)NCc1ccco1,14,6,0.8,-2,-6,-26,4,0.25,-3
CCc1c(C#N)sc(C(N)=O)c1CC,0,4,0.1,1,-18,-30,-4,0.39,4
NC(=O)c1c(NC(=S)Nc2ccc(F)cc2)sc2c1CCCC2,0,-7,0.2,-1,-104,-21,-11,1.1,-7
CCCn1nnc(NC(=O)c2ccc(F)cc2)n1,12,5,0.0,-4,-15,-9[20 µM],4,-4.1*,-6
C=CCNC(=O)COC(=O)c1oc2ccccc2c1CSC1CCCCC1,7,2,0.1,2,11,-25,-6,0.66,-6
CCN(CC)CCNC(=O)/C(=C/c1cn(C)c2ccccc12)NC(=O)c1ccc(OC)c(OC)c1,11,9,1.0,-1,5,1,4,0.34,-6
COc1ccc(Cc2nc(-c3cccc(C)c3)no2)cc1,10,1,0.3,-6,29,-15[20 µM],9,1.2,14
COC(=O)CCn1nnc(-c2cccs2)n1,4,-14,1.5,-8,-25,-23[20 µM],-1,0.15,-40
Cc1cccc(C)c1NS(=O)(=O)c1c(C)[nH]c(=O)[nH]c1=O,11,6,1.4,8,14,-12,-4,.,11
Cc1ccc(-c2nn(-c3ccccc3)cc2C(=O)Nc2ccc(C(=O)O)cc2)cc1,11,6,0.2,22,-48,-16,2,-0.46,1
COc1ccccc1C(=O)OCC(=O)Nc1ccc(Cl)cn1,9,-4,1.0,3,15,-15,-7,-0.024,0
CCC1(C)Cc2nc3sc(C(=O)O)c(N)c3cc2CO1 (stereo not drawn),12,7,0.2,-19,-50,-23,4,1.3,4
Cc1cc(C)c(NC(=O)c2sc3nc4c(cc3c2N)C(=O)CC(C)(C)C4)c(C)c1,11,11,-0.3,.,-17,-4,2,-0.029,-3
O=C(c1ccncc1)c1ccc([N+](=O)[O-])cc1,6,-2,-0.3,6,-22,-24,0,1.4,0
Cc1nn(-c2ccccc2)c2c1C(c1ccccc1)C(C#N)=C(N)O2 (stereo not drawn),12,7,-1.3,-1,17,-23,4,0.77,2
COc1ccc(C(=O)OCC(=O)NCc2ccccc2)c(OC)c1OC,31,3,0.2,-8,19,-9,3,-1.1,14

# The results go on:
SMILES,FXIIa inh,FXIa inh,PERK inhibitor,Rad51 HR inh,m-calpain inh,Furin inhibitor,Thrombin inh,Cl transport mod,KLK5 inh
Cn1c2c(c(=O)[nH]c1=O)C(c1ccc(O)cc1)C1=C(N2)c2ccccc2C1=O (stereo not drawn),7,0,1.3,-84,21,-14,-7,0.041,2
Cc1ccc(C(=O)Nc2cc(=O)n(C)c(=O)n2C)o1,13,6,1.1,2,2,-3[20 µM],3,-0.34,-3
O=C(COc1cccc2ccccc12)NNC(=O)[C@@H]1CCCC[C@@H]1C(=O)O,15,22,1.5,10,4,-20[20 µM],-10,1.8,-21
Cc1ccc(NC(=O)CN2CCN(CCN=CC3=C(O)CC(c4ccccc4)CC3=O)CC2)cc1 (stereo not drawn),-2,-10,-1.1,-9,17,-2,-5,-0.041,-2
Cc1ccc(OCc2nnc(NC(=O)c3cccnc3)s2)cc1,6,2,1.6,6,-10,-25,-2,-0.7,0
CN(C(=O)CSc1nnc(NCc2ccccc2)s1)C1CCS(=O)(=O)C1 (stereo not drawn),8,-2,0.4,12,-25,-19,-21,-0.044,1
Cc1cc(C)c2cc(C#N)c(SCC(=O)Nc3ccc4c(c3)OCO4)nc2c1,12,4,1.6,14,20,-22,2,.,4
Cn1c(=O)c([N+](=O)[O-])c(-n2ccnc2)c2ccccc21,5,-2,1.0,.,-21,-30,0,-1.1,2
CC(=O)c1sc(-c2ccccc2Cl)nc1C,9,4,1.5,12,4,-9,-1,0.85,-2
COc1ccc(C2(C)NC(=O)N(CC(=O)Nc3ccc(S(=O)(=O)N4CCCC4)cc3)C2=O)cc1 (stereo not drawn),21,12,0.6,1,8,-9,6,0.18,5
CCOC(=O)C(NC(=O)CC)(Nc1ccc(S(=O)(=O)Nc2onc(C)c2C)cc1)C(F)(F)F (stereo not drawn),11,0,1.4,1,-9,18[20 µM],-1,-0.034,-19
COC(=O)Oc1nsnc1N1CCOCC1,16,3,0.7,1,26,-20,-11,.,-12
CC(=O)C1C(c2ccccc2Cl)NC(=O)NC1(O)C(F)(F)F (stereo not drawn),6,-3,1.6,3,-21,-20,-7,1.1,-3
CC1=Nc2cc(C(=O)O)ccc2Sc2ccc(C)cc21,5,-2,1.7,7,-69,-14,-12,-1,1
O=C1CCC2S/C(=C/Nc3ccc(C(F)(F)F)cc3)C(=O)N12 (stereo not drawn),4,-2,0.6,3,-18,-12,-3,.,-1
CC(C)CC(=O)N=C1SC2CS(=O)(=O)CC2N1Cc1ccccc1 (stereo not drawn),4,5,0.4,3,-1,-27,-1,0.86,-6
CN(C)C(=O)CSc1nc(-c2ccccc2)c(-c2ccccc2)o1,.,-1,-0.3,1,13,-7,-3,-1,-3
CC(=O)c1c(C)c(C)c2n1CCn1c(C)ccc1-2,11,3,0.6,-1,-3,-17,1,-0.33,4
Cn1c(=O)[nH]c(=O)c2c1nc(NCCCn1ccnc1)n2CCOc1ccccc1,15,-4,0.6,3,-15,-18,2,.,-5
O=C(OC(C(=O)NCC1CCCO1)c1ccccn1)c1cccs1 (stereo not drawn),9,5,0.1,-3,-21,-6[20 µM],1,0.11,3
CN1CCN(CCOc2cccc(Cl)c2)CC1,27,20,0.2,-2,5,4[20 µM],0,1.8,-25
Cc1cc(N2CCN(C)CC2)ccc1NC(=O)c1c2c(nc3ccccc13)CCN(Cc1ccccc1)C2,22,8,-1.9,-5,29,1,5,-0.86,17
Brc1ccc(-c2nnc3sc(CN4CCC5(CC4)OCCO5)cn23)cc1,10,-4,-0.2,1,4,-12[20 µM],-6,0.1,-5
O=C(CCCn1c(SCC(=O)NC2CCCCC2)nc2ccccc2c1=O)NCC1CCCO1 (stereo not drawn),-1,-9,-0.2,2,-18,-24,-2,-0.15,-5
C=CCn1c(SCC(=O)Nc2sc3c(c2C#N)CCC3)nnc1C1COc2ccccc2O1 (stereo not drawn),11,14,-0.4,0,-121,-8[20 µM],3,-0.42,-4

# Retrieved by structure from above (4):
SMILES,FXIIa inh,FXIa inh,PERK inhibitor,Rad51 HR inh,m-calpain inh,Furin inhibitor,Thrombin inh,Cl transport mod,KLK5 inh
COc1ccc(Cc2nc(-c3cccc(C)c3)no2)cc1,10,1,0.3,-6,29,-15[20 µM],9,1.2,14
Cc1ccc(NC(=O)CN2CCN(CCN=CC3=C(O)CC(c4ccccc4)CC3=O)CC2)cc1 (stereo not drawn),-2,-10,-1.1,-9,17,-2,-5,-0.041,-2
CN(C(=O)CSc1nnc(NCc2ccccc2)s1)C1CCS(=O)(=O)C1 (stereo not drawn),8,-2,0.4,12,-25,-19,-21,-0.044,1
COC(=O)Oc1nsnc1N1CCOCC1,16,3,0.7,1,26,-20,-11,.,-12

# Further compounds follow.
SMILES,FXIIa inh,FXIa inh,PERK inhibitor,Rad51 HR inh,m-calpain inh,Furin inhibitor,Thrombin inh,Cl transport mod,KLK5 inh
C=CCNCC(=O)Nc1ccccc1SCC(=O)Nc1ccsc1C(=O)OC,2,-3,-0.6,-9,31,15,-8,-0.2,-9
N=c1n(Cc2ccccc2)c2ccccc2n1CC(O)c1ccccc1 (stereo not drawn),30,-5,-0.4,-1,-3,-6,-4,-0.12,18
O=C1NC(=O)/C(=C\c2ccc(OCc3cnc(Cl)s3)cc2)S1,9,0,1.6,12,-24,-24,-3,-0.6,2
COc1c(Cl)cc(C(=O)NN)cc1Cl,1,-4,1.2,.,21,-27,-5,-0.67,.
CN(Cc1cc(=O)n2ccsc2n1)Cc1nc2ccccc2c(=O)[nH]1,5,-3,1.5,-1,-30,-21,-2,0.009,-3
CCNc1nc(NC(N)=S)nc(NC(C)(C)C)n1,1,-7,0.5,3,-2,-15,-2,0.68,-12
CC(C)(C)c1ccc(-c2noc(CCC(=O)NCC3CCCO3)n2)cc1 (stereo not drawn),11,5,0.3,-7,-13,-14[20 µM],2,.,2
O=C(NCc1ccco1)/C(=C/c1ccc(C(F)(F)F)cc1)c1nc2ccccc2[nH]1,7,7,0.4,-2,-62,4,-9,-0.2,-20
CCOC(=O)CSc1nnc(-c2ccc(Cl)cc2Cl)o1,21,-3,0.4,-9,-48,-19[20 µM],3,-0.78,-29
CN(C)S(=O)(=O)c1ccc(Cl)c(NC(=O)CSc2nc3c(cc2C#N)C(=O)CC(C)(C)C3)c1,2,-4,-0.5,7,2,-6,-14,-3.1,-7
O=C(CSc1nnc(-c2ccco2)n1Cc1ccccc1)c1ccccc1,21,17,-1.6,6,21,2,0,-8.2*,0
CCOc1[nH]n(-c2ccccc2)c(=O)c1C=NCC(=O)OC,10,1,0.3,-5,-41,-16,2,-0.28,4
COc1ccc(/C=C(\C#N)C(=O)NCCc2ccccc2)cc1OCc1ccccc1,32,13,-1.8,6,19,-12,34,-0.53,29
COCCCN1C(=O)C(O)=C(C(=O)c2ccco2)C1c1ccccc1 (stereo not drawn),-5,-8,0.3,-2,-10,-2,-2,-2.7,-2
O=C(COC(=O)COc1ccccc1Cl)Nc1ccccc1OC(F)F,100*,-4,0.0,-5,15,-5[20 µM],22,-0.74,26
